IL1B NFkB pot: enhances IL-1B driven NFkB nuclear translocation. HUVEC IL-1B NFkB p65 nuclear translocation imaging. activation, % at 2 µM. 0.3% of 94,000 active. AID 819;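 active means activation above 40%, about the mean plus 3 SD, also judged a hit on visual image review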;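 further: percent activation is computed from the nuclear over cytoplasmic p65 intensity ratio; values of inactives mirror those of a sister screen read the other way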
PLAP inhibition: PLAP enzyme inhibitors, biochemical, luminescence, HTS (AID 690) | purified PLAP, luminescent substrate; higher % means a stronger effect | inhibition, % at 20 µM; hits with a dose series show IC50 in µM | 0.08% of 96,000 active; in the data active means a potency from the dose series; inactive means the rest, 99 in 100 with inhibition below about 30%; further: strong numbers were not always called active
IL1B NFkB inh: blocks IL-1B driven NFkB nuclear translocation in HUVEC cells | HUVEC IL-1B NFkB p65 nuclear translocation imaging | inhibition, % at 2 µM | 0.43% of 94,000 active;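 active means inhibition above about 30% together with a positive call from visual inspection of the well image, limit read from the data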;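 further: nuclear over cytoplasmic p65 intensity ratio measured by imaging; 0% = IL-1B stimulated DMSO wells and 100% = unstimulated DMSO wells; values of inactives mirror those of a sister screen read the other way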
MRP resist rev: compounds reversing MRP-mediated drug resistance. H69AR cells + 2 uM doxorubicin, CellTiter-Glo, 72 h. differential viability (reversal), % at 10 µM. 0.04% of 85,000 active;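 active means viability drop by adding the cancer drug above about 55%, with treated viability meeting a 40% cutoff, limit read from the data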;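 further: viability without doxorubicin minus viability with 2 µM doxorubicin for each compound; larger differential means the compound sensitizes cells more to doxorubicin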
Bcl-B TR3 displacers: displacers of TR3 peptide from Bcl-B, primary screen, selectivity assay for Bfl-1 inhibitor project, biochemical, fluorescence polarization; FP displacement of FITC-TR3 peptide from Bcl-B; higher % means a stronger effect; displacement, % at 20 µM; hits with a dose series show IC50 in µM; 0.11% of 96,000 active;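 active means displacement above 50% at 20 µM plus a fluorescence interference ratio under 1.5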;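 further: plate controls were wells without compound for no effect and wells lacking Bcl-B protein for full effect; a part of the inactive calls stands beside numbers as strong as those of hits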
MRP resist rev cytotoxicity: second read-out of MRP resist rev, no call of its own (marks repeat the call); viability, %; H69AR cells, CellTiter-Glo, 72 h; measured here: cytotoxicity without doxorubicin
MRP resist rev with doxorubicin: also measured in MRP resist rev; calls as there; viability, %; measured here: viability with 2 uM doxorubicin; stronger effect = lower value
IL1B NFkB inh cell count 2 µM: recorded beside IL1B NFkB inh, whose call it bears; cell count; measured here: cells passing quality filter;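 raw number of nuclei counted in each imaged well without normalization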
IL1B NFkB pot cell count 2 µM: further read-out of IL1B NFkB pot, marked with its call; cell count; measured here: cells passing quality filter
Starred values were filed as active, the others as inactive; / = no result given. Only part of the results is shown, so the mix of outcomes need not match the whole.

SMILES	IL1B NFkB pot	IL1B NFkB pot cell count 2 µM	PLAP inhibition	IL1B NFkB inh	IL1B NFkB inh cell count 2 µM	MRP resist rev	MRP resist rev cytotoxicity	MRP resist rev with doxorubicin	Bcl-B TR3 displacers
Clc1ccc(-c2cn3nc4c(nc3n2)CCCC4)cc1	-12	149	3%	12	149	15	90	76	12%
Cc1ccc(S(=O)(=O)C(C#N)c2nc3ccccc3nc2N2CC(C)OC(C)C2)cc1C (configuration not stated)	-4	81	-38%	4	81	-14	34	47	-14%
CCOC(=O)N1CCN(C(=O)C2c3cc(OC)c(OC)cc3C(=O)N3CCc4ccccc4C23)CC1 (configuration not stated)	-8	124	-76%	8	124	12	92	81	7%
COC(=O)c1ccccc1NC(=O)CN1CCC(n2nnc3cc(C)ccc32)CC1	/	/	1%	/	/	8	82	75	-8%
O=C(O)c1cnn2c(C(F)F)cc(C(F)F)nc12	22	173	/	-22	173	3	105	102	/
COc1cc(C2=NOC(C(=O)N3CCN(c4ccc(F)cc4)CC3)C2)cc(OC)c1OC (configuration not stated)	-5	174	-38%	5	174	34	52	18	11%
CN1CCN(c2nc3nonc3nc2N2CCN(C)CC2)CC1	31	120	3%	-31	120	2	84	81	18%
COc1cccc(-c2noc(CCC(=O)Nc3cccnc3)n2)c1	26	64	28%	-26	64	-5	96	101	2%
COc1ccc(N2CCN(C(=O)c3ccc(-n4nc(C)cc4C)cc3)CC2)cc1	-7	168	-40%	7	168	8	91	83	-6%
Cc1cc(C)n(CCOc2ccc(Cl)cc2Cl)n1	14	53	12%	-14	53	/	/	/	2%
COc1ccc(OC)c(S(=O)(=O)N2C(C)CCCC2C)c1 (configuration not stated)	/	/	-46%	/	/	17	102	85	9%
Cc1ccc(-c2cnc(-c3ccncc3)o2)cc1	-3	132	12%	3	132	-10	75	85	-4%
O=C(NCC1CCCO1)c1cccc(Br)c1 (configuration not stated)	-4	117	3%	4	117	4	90	85	-9%
O=C(Cc1ccccc1)NCC1CCCO1 (configuration not stated)	2	182	19%	-2	182	2	100	98	-20%
Nn1c(SCC(=O)N2CCCCC2)nnc1-c1ccncc1	-4	55	10%	4	55	-7	97	105	1%
Cc1ccc(NCc2nnc(SCC(=O)Nc3cc(C)on3)n2C)cc1	3	119	/	-3	119	17	101	84	/
CSc1nc(Oc2ccc3ccccc3c2)c2ccccc2n1	-3	143	-9%	3	143	/	/	/	-2%
CC1CCc2cc(F)ccc2N1C(=O)C1(C)CC1(Cl)Cl (configuration not stated)	15	154	22%	-15	154	-8	67	75	2%
O=C(Nc1ccccc1)c1ccccc1NC(=O)C(F)(F)F	-5	148	-11%	5	148	/	/	/	-1%
COc1ccc(-c2ccc(SCC(=O)N3CCOCC3)nn2)cc1	-3	84	17%	3	84	8	96	88	-3%
Cc1cc(C)n(-c2cc(N3CCN(C(=O)c4ccc(C(C)(C)C)cc4)CC3)ccc2[N+](=O)[O-])n1	0	156	-13%	0	156	/	/	/	0%
Cc1ccsc1/C=C1/SC(=O)N(CC(=O)N2CCOCC2)C1=O	-5	114	2%	5	114	/	/	/	-4%
CC1Cc2ccccc2N1C(=O)CSc1nc2ccccc2n1CC(=O)N1CCOCC1 (configuration not stated)	-10	120	-33%	10	120	13	82	69	0%
O=C(c1cccs1)c1ccc(-c2cccs2)s1	-7	124	11%	7	124	4	67	63	-26%
CCn1nc(C(=O)OCc2c(C)noc2C)c2ccccc2c1=O	18	127	-11%	-18	127	7	92	85	0%

4 entries picked at random from those above, as already listed:
SMILES	IL1B NFkB pot	IL1B NFkB pot cell count 2 µM	PLAP inhibition	IL1B NFkB inh	IL1B NFkB inh cell count 2 µM	MRP resist rev	MRP resist rev cytotoxicity	MRP resist rev with doxorubicin	Bcl-B TR3 displacers
COc1ccc(N2CCN(C(=O)c3ccc(-n4nc(C)cc4C)cc3)CC2)cc1	-7	168	-40%	7	168	8	91	83	-6%
COc1cccc(-c2noc(CCC(=O)Nc3cccnc3)n2)c1	26	64	28%	-26	64	-5	96	101	2%
CN1CCN(c2nc3nonc3nc2N2CCN(C)CC2)CC1	31	120	3%	-31	120	2	84	81	18%
Nn1c(SCC(=O)N2CCCCC2)nnc1-c1ccncc1	-4	55	10%	4	55	-7	97	105	1%

Carrying on.
SMILES	IL1B NFkB pot	IL1B NFkB pot cell count 2 µM	PLAP inhibition	IL1B NFkB inh	IL1B NFkB inh cell count 2 µM	MRP resist rev	MRP resist rev cytotoxicity	MRP resist rev with doxorubicin	Bcl-B TR3 displacers
CCOC(=O)C1CCN(Cc2nc(-c3ccc(OC)c(OC)c3)no2)CC1	-8	203	-51%	8	203	9	101	91	-2%
Cc1ccc(N2CC(C(=O)OCc3ccc([N+](=O)[O-])cc3)CC2=O)cc1 (configuration not stated)	13	143	6%	-13	143	14	95	81	-1%
COc1ccc(S(=O)(=O)N2CC3CCCN3c3cc(C(F)(F)F)ccc32)cc1 (configuration not stated)	-5	119	21%	5	119	/	/	/	5%
CC(C)Cc1ccc(S(=O)(=O)N2CCCC2)cc1	0	177	-13%	0	177	1	98	97	-2%
NNC(=O)c1cc2c(s1)CCCCCC2	-14	144	0%	14	144	15	104	89	-6%
Cn1c(=O)oc2cc(S(=O)(=O)N3CCCC(C(=O)Nc4nccs4)C3)ccc21 (configuration not stated)	41*	165*	12%	-41	165	/	/	/	-2%
CSc1nncn1/N=C/c1ccccc1F	2	171	7%	-2	171	1	94	93	-6%
COc1ccc(C(C(=O)NC(C)(C)C)N(CC2CCCO2)C(=O)CCC(=O)Nc2cc(C)on2)cc1 (configuration not stated)	-9	163	-69%	9	163	/	/	/	0%
CCOC(=O)N1CCC2(CC1)CC(=O)c1cc(O)ccc1O2	-6	171	-5%	6	171	/	/	/	6%
Cc1ccc2nc(NC(=O)c3cccc(-c4cc5ccccc5oc4=O)c3)sc2c1	11	80	-7%	-11	80	/	/	/	0%
CCCN1C(=O)C(NC(=O)c2ccncc2)(C(F)(F)F)C2=C1CC(C)(C)CC2=O (configuration not stated)	-1	137	-25%	1	137	0	86	86	16%
O=C(Nc1ccccc1-c1ccccc1)c1ccc(Br)o1	5	157	22%	-5	157	8	78	70	4%
O=C(OCC(=O)N1CCN(C(=O)c2ccco2)CC1)c1ccccc1O	9	58	-5%	-9	58	/	/	/	10%
CCSc1nnc(NC(=O)c2ccc3ccccc3n2)s1	10	167	-8%	-10	167	-22	41	63	-9%
COc1cc(NC(=O)c2cccs2)ccc1NC(=O)c1ccco1	10	90	20%	-10	90	-3	63	67	-2%
Cc1nn(C(C)(C)C)c(OC(=O)c2ccco2)c1Sc1ccccc1	-12	170	-3%	12	170	-4	97	101	1%
C=CCn1c(=O)n2ncnc2c2c3c(sc21)CCCC3	1	199	-73%	-1	199	3	91	88	4%
CCOC(=O)C1CCCN(CCC(=O)Nc2ccccc2)C1 (configuration not stated)	-7	150	24%	7	150	-2	94	95	-4%
O=C(c1scc2c1CCCC2)N1CCCCC1	18	149	12%	-18	149	3	104	101	2%
O=C(CSC1=NCCN1)NC12CC3CC(CC(C3)C1)C2	7	108	15%	-7	108	-24	16	40	-6%
O=c1cccc(-c2ccc(Br)cc2)o1	/	/	18%	/	/	-18	101	120	-4%
CCOC(=O)c1sc2ncnc(NCC(c3cccs3)N(C)C)c2c1C (configuration not stated)	-3	179	-46%	3	179	-10	49	59	-32%
CN(C)S(=O)(=O)N(CC(=O)Nc1ccc2ccccc2c1)c1ccccc1	1	87	/	-1	87	11	96	84	/
CSc1ncc(Cl)c(C(=O)NCc2ccc3c(c2)OCO3)n1	-7	82	-13%	8	82	1	95	94	-11%
COc1ccc(OCC(=O)Nc2cc(-c3nn(C)c(=O)c4ccccc34)ccc2OC)cc1	/	/	-13%	/	/	2	77	75	-15%

Among those listed so far, 3 have a tert-butyl group.
SMILES	IL1B NFkB pot	IL1B NFkB pot cell count 2 µM	PLAP inhibition	IL1B NFkB inh	IL1B NFkB inh cell count 2 µM	MRP resist rev	MRP resist rev cytotoxicity	MRP resist rev with doxorubicin	Bcl-B TR3 displacers
Cc1cc(C)n(-c2cc(N3CCN(C(=O)c4ccc(C(C)(C)C)cc4)CC3)ccc2[N+](=O)[O-])n1	0	156	-13%	0	156	/	/	/	0%
COc1ccc(C(C(=O)NC(C)(C)C)N(CC2CCCO2)C(=O)CCC(=O)Nc2cc(C)on2)cc1 (configuration not stated)	-9	163	-69%	9	163	/	/	/	0%
Cc1nn(C(C)(C)C)c(OC(=O)c2ccco2)c1Sc1ccccc1	-12	170	-3%	12	170	-4	97	101	1%

The list goes on.
SMILES	IL1B NFkB pot	IL1B NFkB pot cell count 2 µM	PLAP inhibition	IL1B NFkB inh	IL1B NFkB inh cell count 2 µM	MRP resist rev	MRP resist rev cytotoxicity	MRP resist rev with doxorubicin	Bcl-B TR3 displacers
O=C(Cc1ccccc1)N/N=C/c1ccccc1OCc1ccc(Cl)cc1	-10	100	25%	10	100	/	/	/	-10%
CC(C)C[C@H](NC(=O)Nc1cccc(C(F)(F)F)c1)C(=O)O	-7	191	/	7	191	/	/	/	/
COc1ccc(OCCCC(=O)Nc2cccnc2)cc1	11	140	6%	-11	140	-4	93	97	-4%
C/C=C/C(=O)OCC(=O)Nc1nc2ccc(C)cc2s1	1	101	-27%	-1	101	-4	29	33	-57%
COc1ccc(OC)c(C(=O)CN2C(=O)NC(C)(c3ccccc3)C2=O)c1 (configuration not stated)	2	103	-4%	-2	103	-8	86	95	8%
CC(=O)c1ccc(OC(=O)C(CCS(C)(=O)=O)N2C(=O)c3ccccc3C2=O)cc1 (configuration not stated)	-7	94	10%	8	94	-4	76	80	-8%
O=C(Cn1c(=O)sc2ccccc21)Nc1ccc(S(=O)(=O)N2CCCC2)cc1	22	178	-49%	-22	178	12	85	72	-5%
CCOC(=O)c1ccccc1NC(=O)CSc1nnc(C(C)C)n1CC	9	111	/	-9	111	-9	74	82	/
Cc1occc1C(=O)NNC(=O)Cc1ccccc1	1	155	-8%	-1	155	/	/	/	10%
O=S1(=O)N=CN(Cc2cccc(F)c2)c2ccccc21	-7	132	22%	7	132	14	98	83	6%
COc1ccccc1C(=O)O/N=C(/C)c1ccc(N2C(=O)C3CCCCC3C2=O)cc1 (configuration not stated)	-8	151	-30%	8	151	/	/	/	-8%
Cc1ccccc1NC(=O)CN1C(=O)S/C(=C\c2cccn2-c2cccc(C(=O)O)c2)C1=O	0	161	-43%	0	161	/	/	/	18%
O=c1[nH]c(CN2CCN(c3ccccc3Cl)CC2)nc2ccsc12	-12	189	2%	12	189	10	86	76	-1%
O=C(COC(=O)c1ccccc1Cl)Nc1nccs1	0	105	0%	0	105	/	/	/	24%
COc1cccc2c1C(=O)O/C2=C/c1ccc2c(c1)OCO2	5	133	17%	-5	133	/	/	/	-2%
O=C(NC(=S)NC1CC1)c1cccnc1	7	172	-8%	-7	172	5	97	92	-5%
Cc1cccc(OCC(=O)Nc2cc(C)on2)c1	-10	75	/	10	75	-2	98	100	/
O=C(CCC(=O)OCC(=O)c1ccc(Cl)cc1)NC1CCCCC1	-3	170	-11%	3	170	0	97	97	-11%
Cc1nc2ccc(NC(=O)NCCO)cc2s1	-25	46	21%	25	46	3	94	92	-11%
COc1ccc2c(c1)c(C(=O)CN1CCN(C(=O)c3ccco3)CC1)c(C)n2C	-1	144	-82%	1	144	-3	79	82	6%
COc1ccc(CCNC(=O)C2CCN(S(C)(=O)=O)CC2)cc1	4	142	-11%	-4	142	2	100	99	-6%
COC(=O)C1=C(C)NC(=O)/C1=C\c1ccco1	-1	167	18%	1	167	/	/	/	-3%
Cc1cc(S(=O)(=O)Nc2ccc(F)cc2)c(C)s1	-12	11	9%	12	11	18	101	83	-22%
CC(C)COC(=O)CCNc1n[nH]c(=O)[nH]c1=O	12	108	20%	-12	108	-2	93	96	-4%
CC(C)c1nc(SCC(=O)N2CCCc3ccccc32)c2c(=O)n(C)c(=O)n(C)c2n1	-16	189	-33%	16	189	-6	14	20	5%
CCCCC(=O)Nc1cc2nn(-c3ccc(OC)cc3)nc2cc1C	0	95	31%	0	95	-9	87	96	-11%
Cc1ccc(OC(C)C(=O)Nc2ccc(S(=O)(=O)Nc3cc(C)on3)cc2)cc1 (configuration not stated)	-16	95	-47%	16	95	14	103	90	4%
CCOC(=O)CNC(=O)CNC(=O)c1ccc(OCC(C)C)cc1	35	134	30%	-35	134	-26	54	80	-4%
O=C(NCCc1nc2ccccc2[nH]1)c1ccc(F)cc1	13	11	-2%	-13	11	-18	90	109	2%

Screens deposited in PubChem by several laboratories.
